Giardia FBPA inh: blocks Giardia fructose-bisphosphate aldolase activity; A8B2U2; purified Giardia FBPA; Potency, µM (doses to about 59.6 µM), for inactives: at the highest dose activity, negative = inhibition, hits mostly inhibitors; 0.71% of 290,000 active; AID 2451; further: potency means the concentration at half of the fitted maximal effect; on the % scale 0 is the no-effect control and ±100 the full control effect; nearly all actives have a fitted effect of over 55% in size
Target sequence (A8B2U2 whole entry, looked up): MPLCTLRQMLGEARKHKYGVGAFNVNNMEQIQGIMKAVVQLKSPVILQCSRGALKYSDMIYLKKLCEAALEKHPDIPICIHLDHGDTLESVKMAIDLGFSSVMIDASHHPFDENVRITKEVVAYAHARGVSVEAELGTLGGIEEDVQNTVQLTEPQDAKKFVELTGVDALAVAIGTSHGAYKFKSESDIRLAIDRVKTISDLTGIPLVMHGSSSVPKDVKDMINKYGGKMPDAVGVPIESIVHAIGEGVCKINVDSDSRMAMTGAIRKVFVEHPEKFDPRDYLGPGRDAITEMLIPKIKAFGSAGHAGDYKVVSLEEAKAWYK
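40 nM FBPA preincubated 10 min at RT with compound (up to 57.5 uM final), then substrate plus GAPDH/TPI/NAD/arsenate coupling and diaphorase/resazurin added. Fluorescence read after 20 min at RT, 525/598 nm.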
Pf growth 48h: P. falciparum growth inhibition at 48 hours (one generation); P. falciparum luciferase growth in erythrocytes, 48 h; Potency, µM (top dose mostly 28.7 µM), for inactives: at the top dose activity change, negative = inhibition, usual class: inhibitors; 5.9% of 310,000 active; AID 504832; further: potency means the concentration at half of the fitted maximal effect; on the % scale 0 is the no-effect control and ±100 the full control effect
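Firefly luciferase activity from engineered P. falciparum reports growth; inhibitors lower the luminescent signal. Cultures contained 2% hematocrit erythrocytes at 0.1% final parasitemia.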
Pf growth 96h: P. falciparum growth inhibition at 96 hour, primary screen for plastid delayed-death inhibitors; Potency, µM (highest dose often 28.7 µM), for the others: at the top dose activity change, negative = inhibition, hits mostly inhibitors; 6.9% of 320,000 active; AID 504834; P. falciparum luciferase reporter growth, 96 h; further: potency means the concentration at half of the fitted maximal effect; on the % scale 0 is the no-effect control and ±100 the full control effect
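Luminescence readout: decreased luciferase signal marks inhibited growth of reporter-expressing P. falciparum in infected red cells (2% hematocrit, 0.05% parasitemia final), exposed to compound two generations (96 h, 37 C, 5% CO2).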
Sm TGR inh: blocks Schistosoma mansoni thioredoxin glutathione reductase; 3% of 360,000 active; AID 485364; Potency, µM (highest dose often 114 µM), without a hit: top-dose activity change, negative = inhibition, hits mostly inhibitors; purified TGR, DTNB reduction, TNB absorbance 405 nm; further: potency means the concentration at half of the fitted maximal effect; on the % scale 0 is the no-effect control and ±100 the full control effect; nearly all actives have a fitted effect of over 60% in size
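First, TGR (20 nM dispensed) and NADPH were mixed with compound. Second, a 15 min room-temperature incubation followed. Third, further NADPH and then DTNB were added to start the reaction. Finally, TNB absorbance was monitored kinetically.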
Cycloheximide cs: affects cycloheximide protein synthesis inhibition readout, counter-screen; 12% of 300,000 active; AID 2314; cell reporter, cycloheximide protein synthesis inhibition counterscreen; max response, %; in the data active means max response mostly above about 13%, no sharp cut-off; inactive means mostly below about 14%; further: read at 38.3 µM for the half of the compounds with a filed dose; 0% is about no effect
Shiga inhibitor: blocks Shiga toxin action in Vero cells. inhibition, % at 38.7 µM. Vero cells, Shiga toxin protein synthesis inhibition reporter. 9.2% of 290,000 active; in the data active means inhibition mostly above about 28%, no sharp cut-off; inactive means mostly below about 43%; further: 0% is about no effect
Active calls of the source: *; i = inactive; ? = inconclusive; / = no result given; & = joins results of further samples; [ ] = another dose, or the depositor's remark. Unless noted, the call rests on the fitted dose curve; in most records, active means well fitted curve in the direction sought with a large enough effect; inconclusive means small, poorly fitted or top-dose-only effect, or another doubt; inactive means no such curve, though single readings can be large; an effect the other way counts as inactive or inconclusive.

mol	Cycloheximide cs	Sm TGR inh	Giardia FBPA inh	Pf growth 96h	Shiga inhibitor	Pf growth 48h
O=c1c2cc(Br)cc(Br)c2oc2nc3n(c(=O)c12)CCCS3	-4	-7%	0%	-18%	-7	/
C=CCn1c(SCC(=O)NNC(=S)Nc2ccccc2)nnc1-c1ccccc1	-3	6%	18%	-3%	19	13%
Cc1ccc2nsnc2c1NC(=O)Cc1ccc(Cl)cc1	-2	6%	3%	53%[activator]	-12	?
Cc1ccc(NS(=O)(=O)c2ccc(OCC(=O)NCc3ccco3)cc2)cc1	-2	?	0%	-5%	19	?
CCCC(C)NC(=O)c1sc2nc3n(c(=O)c2c1C)CCC3 (stereo unspecified)	17*	5%	3%	59%[5.75 µM]	29	52%[activator]
Cc1ccc(OC(C)C)c(CN(CCO)CCO)c1	-3	11%	-1%	-2%	-13	/
Cc1ccc2c(c1)C=CC(C)N2C(=O)c1ccccc1 (stereo unspecified)	-3	11%	5%	?	-18	?
CCN(CCO)C(=O)CC(c1ccccc1)c1cc(Br)ccc1O (stereo unspecified)	8	2%	1%	/	-3	?
COc1ccc(CCNCc2ccncc2)cc1OC	-2	-22%	?	9%	18	/
Cc1ccc2c(Cl)c(C)c(N3CCCC3)nc2n1	-5	-26%	5%	?	16	-4%
COc1cc(C2NC(C(=O)O)Cc3c2[nH]c2ccccc32)cc(OC)c1OC (stereo unspecified)	0	15%	?	/	22	20%
COc1ccc(CCN2CC(C(=O)NCCc3cccnc3)CCC2=O)cc1 (stereo unspecified)	2	0%	/	?	-3	16%
Cc1ccc(C)c(N(CC(=O)Nc2ccccc2C(=O)NCc2ccco2)S(=O)(=O)c2ccccc2)c1	0	0%	-12%	155%[activator]	10	12µM*
CN(C)n1cnc2ccsc2c1=O	-6	/	2%	17%	13	5%
Cc1cccc(O)c1	-5&-5	/	-1%&-1%	/	-3&-2	/
O=C(NCc1ccccc1Cl)C1CCCN1S(=O)(=O)c1ccccc1F (stereo unspecified)	-4	1%	6%	-1%	-7	0%
COc1ccc(OC)c2sc(N(CCCN(C)C)C(=O)CCS(=O)(=O)c3ccccc3)nc12	/	3.2µM*	/	20%	/	?
CCn1cnc2cc(NCc3nc4ccccc4n3C)ccc21	26*	-14%	-23%	3%	59*	104%[activator]
NC[C@@H]1O[C@H](C23CC4CC(CC(C4)C2)C3)Cc2c1ccc(O)c2O	-5	7.9µM*	?	5.9µM*	14	9.3µM*
O=C(CCN1CCN(c2ccc(F)cc2)CC1)Nc1ccc(F)cc1	9	5%	10%	23%	9	-15%
N/C(=N/S(=O)(=O)c1ccccc1)c1cccc([N+](=O)[O-])c1	-4	?	-1%	16%	-1	21%
CCNC(=O)n1nccc1C(C)Oc1cccc(C(F)(F)F)c1 (stereo unspecified)	-2	26%	2%	6%	-12	?
CCC(=O)Nc1ccccc1N1CCN(c2ccc(F)cc2)CC1	3	0%	-6%	2%	9	1%
N#Cc1c(C(F)(F)F)cc(-c2ccc(F)cc2)[nH]c1=O	-1	-2%	3%	60%[activator]	-3	37%[activator]
O=C(Nc1nnc(SCC(=O)N2CCCc3ccccc32)s1)c1ccc2ccccc2c1	37*	1%	9%	-5%	58*	22%
O=S(=O)(Nc1ccccn1)c1cccs1	1	-1%	3%	-4%	-15	18%
CCNC(=S)N1CCN=C1Nc1nc(C)cc(C)n1	-2	5%	1%	-27%	26	41%[activator]
O=C(c1ccccc1-c1nc2ccccc2[nH]1)N1CCOCC1	-4	-1%	7%	/	-17	2%
CCOC(=O)N1CCN(c2ccc(S(=O)(=O)N3CCOCC3)cc2[N+](=O)[O-])CC1	/	-2%	/	?	/	?
O=C(Cn1nc(Cc2cccnc2)c2ccccc2c1=O)Nc1ccc2c(c1)OCO2	8	0%	1%	?	4	-12%
CC(Sc1nnnn1-c1ccccc1)C(=O)Nc1ccc(N2CCN(C)CC2)cc1 (stereo unspecified)	-2	-18%	0%	22%	56	-2%
CCN/N=C(\Cc1nc2ccccc2[nH]1)c1ccccc1	20*	-7%	-1%	?	58	10µM*
COc1ccc(N(C(=O)CNC(=O)c2ccco2)C(C(=O)NCC2CCCO2)c2ccccc2)cc1 (stereo unspecified)	-6	4%	-4%	?	-7	0%
CCOC(=O)[C@H](CCc1ccccc1)N[C@H]1CCc2ccccc2N(CC(=O)O)C1=O	-4	/	-10%	/	9	/
Oc1ccc(Br)cc1/C=N/n1c(-c2ccccc2)n[nH]c1=S	-1	-1%	-6%	-1%	-3	3%
CCOC(=O)C1C(=O)NC(N2CCCCC2)=NC1c1ccco1 (stereo unspecified)	-3	-23%	5%	-26%	-18	14%

Shown field by field: part of the list above
> O=S(=O)(Nc1ccccn1)c1cccs1
  Cycloheximide cs = 1	Sm TGR inh = -1%	Giardia FBPA inh = 3%	Pf growth 96h = -4%	Shiga inhibitor = -15	Pf growth 48h = 18%

> CCN/N=C(\Cc1nc2ccccc2[nH]1)c1ccccc1
  Cycloheximide cs = 20*	Sm TGR inh = -7%	Giardia FBPA inh = -1%	Pf growth 96h = ?	Shiga inhibitor = 58	Pf growth 48h = 10µM*

> O=C(c1ccccc1-c1nc2ccccc2[nH]1)N1CCOCC1
  Cycloheximide cs = -4	Sm TGR inh = -1%	Giardia FBPA inh = 7%	Pf growth 96h = /	Shiga inhibitor = -17	Pf growth 48h = 2%

> CC(Sc1nnnn1-c1ccccc1)C(=O)Nc1ccc(N2CCN(C)CC2)cc1 (stereo unspecified)
  Cycloheximide cs = -2	Sm TGR inh = -18%	Giardia FBPA inh = 0%	Pf growth 96h = 22%	Shiga inhibitor = 56	Pf growth 48h = -2%

(continued)
mol	Cycloheximide cs	Sm TGR inh	Giardia FBPA inh	Pf growth 96h	Shiga inhibitor	Pf growth 48h
CS(=O)(=O)NCCSCc1ccc(Cl)cc1	-3	0%	6%	?	-12	8%
COc1ccc2c(c1)C=C(CN1CCN(C(C)C)C(CCO)C1)CO2 (stereo unspecified)	-1	-6%	0%	446%[activator]	-12	-20%
CN(C)C(=O)CN1C(=O)NC2(CCc3ccccc32)C1=O (stereo unspecified)	-3	-10%	/	35%[activator]	-5	3%
N#Cc1ccsc1NC(=O)c1cccc(-n2cnnn2)c1	10*	-17%	-18%	-5%	26	15%
CCCC[C@]12Cc3cc(C#N)ccc3C(O1)c1c(cc(C)n(-c3ccccc3)c1=O)O2	1	0%[22.9 µM]	-12%[12.9 µM]	?	i	?
COc1cccc2sc(NNC(=O)c3nc4ccccc4s3)nc12	12	-15%	?	9.3µM*	19	0%
Cc1cnc(=O)[nH]c1SCc1cccc([N+](=O)[O-])c1	-2	-7%	13%	14%	-3	2%
O=C(c1ccccc1)N1N=C(c2ccccc2)CC1(O)C(F)(F)F (stereo unspecified)	-2	-4%	4%	?	-6	1%
C/C(=N\Nc1ccccc1)c1cccc(N)c1	23*	?	-13%	?	40	8%
Cc1ccc(S(=O)(=O)Nc2ccc3c(c2)nc(CCN2CCCCC2)n3C)cc1	-1	-23%	-1%	3%	4	?
COc1ccc(C(=O)N/C(=C\c2ccccc2)C(=O)Nc2ccc(C(=O)O)cc2)cc1	-1	-14%	6%	12%	17	-2%
Cc1ccc(NC(=O)CNC(=O)Cc2cccc3ccccc23)nc1	3	0%	/	21%	14	3%
Cc1cc2c(cc1C)CSC(c1c(O)ccc3ccccc13)SC2	-2	-8%	-14%	/	-12	12µM*
O=C(c1cc(S(=O)(=O)N2CCOCC2)ccc1F)N1CCCc2ccccc21	22*	-2%	4%	-16%	27	?
O=c1[nH]c(CS(=O)(=O)c2ccccc2)nc2ccccc12	-3	?	1%	/	19	19%
COc1ccc(CCN=C(N)NS(=O)(=O)c2ccc(F)cc2)cc1	-2	-6%	6%	28%	24	1%
Cc1sc2ncn(Cc3ccccc3F)c(=O)c2c1C	1	3%	4%	25%	-4	-13%
CC(=O)NC1C(=O)N=C(SCC(=O)NC(C)c2ccccc2)NC1=O (stereo unspecified)	-4	5%	-1%	35%[activator]	23	-1%
Cc1cc(C)c2nc(C(F)(F)F)nc(NCCCN3CCCC3=O)c2c1	-3	3%	5%	-11%	-5	-21%
Cc1cccc(NC(=O)c2ccc3ccccc3n2)n1	56*	6%	-11%	32%[activator]	81*	135%[activator]
COc1ccc(CC(=O)NCC(=O)NC(Cc2ccccc2)C(=O)O)cc1 (stereo unspecified)	-4	-2%	6%	27%	-3	-2%[0.00184 µM]
CCCn1nc(NC(=O)c2ccco2)c2cc3ccccc3nc21	3	45µM*	-7%	?	19	8%
CC/C(=N\NC(=O)CSc1ncccn1)c1ccc2c(c1)OCCO2	1	5%	-3%	?	-3	-8%
COc1ccc(NC(C)=O)cc1NC(C)C(=O)Nc1ccccc1F (stereo unspecified)	-2	7%[11.4 µM]	-10%	25%	25	/
COc1ccc(C2(CNC(=O)c3cccs3)CCOCC2)cc1	1	0%	1%	-12%[1.15 µM]	-12	5%
COc1ccc(CN=C2NN=C(c3cccc(OC)c3)CS2)cc1	42*	-8%	3%	-19%	82*	135%[activator]
Cc1cc(-c2nc(-c3ccc(C(C)(C)C)cc3)no2)no1	39*	11%	0%	119%[activator]	53*	405%[activator]
CCN(CC)C(=O)c1ccc2c(=O)n(CCOC)c(=S)[nH]c2c1	1	10%	-10%	-6%	4	/
N#Cc1ccc(NC(=O)CN2CCN(c3ccccn3)CC2)cc1	-1	?	-5%	-15%	-5	3%
Oc1ccc(Br)cc1CN1CCN(c2ccccc2)CC1	-4	3%	4%	63%[activator]	-8	1.7µM*
NS(=O)(=O)c1ccc(NC(=O)COC(=O)COc2ccc(Br)cc2)cc1	-2	-8%	1%	21%	-10	0%
Cc1n[nH]c(C)c1CCCCOc1ccccc1	10	4%	-12%	0%	35	-4%
Cc1ccn2cc(C(=O)NC3CCN(Cc4ccccc4)CC3)nc2c1	-2	0%	0%	3%	-5	0%
CCN=c1scc(-c2ccco2)n1/N=C/c1ccc(O)cc1	39*	0%	-23%	?	69*	/
Cc1ccc(NC(=O)CCNC(=O)Nc2ccccc2)cc1S(=O)(=O)N(C)C	/	4%	/	-19%	/	?
CC1CCc2c(C(=O)NCCCN3CCOCC3)csc2C1 (stereo unspecified)	12	-10%	-6%	/	12	5%
CC(CCc1ccccc1)NC(=O)C1CCN(c2nnc(-n3cccc3)s2)CC1 (stereo unspecified)	9	-11%	10%	?	9	?
COc1ccc(C(=O)Nc2cc3c(cc2N2CCOCC2)n(C)c(=O)n3C)cc1OC	-2	1%	/	?	-4	?
CCOc1ccc(NC(=S)N2CCN(CCN3C(=O)c4cccc5cccc(c45)C3=O)CC2)cc1	5	6%	-8%	3%	7	?
O=C(c1ccccc1-c1nc(-c2ccc(Cl)cc2)no1)N1CCCC1	45*	-27%	2%	/	74*	56%[activator]
CC(C)(C)Cc1nnc(NS(=O)(=O)Cc2ccccc2)s1	3	-6%	-5%	-19%	-9	-2%
CN(C)S(=O)(=O)c1ccc(N2CCCC2)c(C(=O)Nc2cccc(F)c2)c1	-3	-13%	8%	86%[activator]	-10	-17%
O=C(NCc1ccon1)C1CCC(=O)N(CCc2cccc(F)c2)C1 (stereo unspecified)	-1	-5%	-2%	?	-9	1%
C1CCC(Nc2nnnn2C2CCCCC2)CC1	-4	-30%	-1%	6%	20	21%
O=C(O)C1CSC(c2ccccc2Cl)N1C(=O)c1ccc(Cl)cc1 (stereo unspecified)	-4	-8%	22%	-3%	-15	-8%
Cc1ccc(Nc2ccc(-n3ccnc3)nn2)cc1C	22*	3%	4%	10µM*	2	?

High-throughput results from PubChem BioAssay.
